Screening results: PubChem, several laboratories
LYP phosphatase: inhibitors of LYP phosphatase, biochemical, fluorescence intensity, uHTS (AID 1779). one-dose inhibition, % at 11.5 µM; IC50 in µM for titrated hits. Tyrosine-protein phosphatase non-receptor type 22 (Homo sapiens). 290,000 compounds, 0.054% hits. recombinant LYP phosphatase, fluorescence intensity; higher % means a stronger effect; in the data active = inhibition above about 50%;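 note: plate controls were vehicle with enzyme for no effect and no enzyme for full effect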
T cell HTS: modulators of CD8 T cell-vesicle binding, primary screen, mouse 2C CD8+ T cells, flow cytometry. 2C CD8+ T cell-vesicle binding; active compounds read low. calls only at 7 µM. 330,000 compounds, 0.068% hits. AID 2052, 2009;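 active = response, share of CD8 T cells binding vesicles, and their 90th percentile fluorescence all below set limits, cut at about 80% in these data, passing the limit was not always enough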
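incubation = binding step 1.5 h, 37 °C, antibody labelling 20 min, ice | test system = 2C mouse CD8+ T cells | read-out basis = percent CD8+ FL2 mean versus row control | controls = Peptide-free naked vesicles (low) and QL9 vesicles with 0.7% DMSO vehicle (high) | detection = flow cytometry of vesicle-bound cells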
Rac1 GTP hydrolysis: MgcRacGAP GTPase-activating activity inhibitors, confirmation, biochemical, ADP Hunter fluorescence; Rac GTPase-activating protein 1 (Homo sapiens); MgcRacGAP-stimulated Rac1 GTP hydrolysis, ADP Hunter fluorescence; higher % means a stronger effect; GST-tagged Rac1 F28L mutant substrate; inhibition, % at 30 µM, or IC50 in µM where a hit was titrated; 340,000 compounds, 0.6% hits; AID 624330, 2012;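 active = first-screen hits whose inhibition reached a set limit at any dose in the follow-up dose series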;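 note: fluorescence reports GDP produced by GAP-driven GTP hydrolysis; strong numbers were not always called active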
Hep lipid drop: inhibitors of hepatocyte lipid droplet formation, primary screen, imaging, high-throughput imaging, BODIPY stain | AML12 mouse hepatocytes, oleate lipid droplets | AID 1656, 2009 | inhibition, % at 6.5 µM | 240,000 compounds, 0.4% hits;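 active = lipid droplet intensity inhibited by at least 50%, with more than 500 cells counted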
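Material – mouse AML12 hepatocyte cell line, fixed after treatment · Compound dosing – one dose, 6.5 µM compound · Times – compound with oleate, overnight · Measured by – Image-based BODIPY and DAPI two-channel analysis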
NTR1 agonist: agonists of NTR1, primary screen, imaging, U2OS cells, beta-arrestin-GFP, high content (AID 493036). 330,000 compounds, 0.17% hits. NTR1-U2OS beta-arrestin-GFP spot imaging, agonist mode. activation, % at 20 µM. Neurotensin receptor type 1 (Homo sapiens), P30989;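 active = activation at or above 40% of the spot to cytoplasm intensity ratio, with at least 20 cells analyzed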;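 note: 0% = DMSO without peptide and 100% = 100 nM NTR1 peptide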
Target sequence (P30989 whole entry, looked up): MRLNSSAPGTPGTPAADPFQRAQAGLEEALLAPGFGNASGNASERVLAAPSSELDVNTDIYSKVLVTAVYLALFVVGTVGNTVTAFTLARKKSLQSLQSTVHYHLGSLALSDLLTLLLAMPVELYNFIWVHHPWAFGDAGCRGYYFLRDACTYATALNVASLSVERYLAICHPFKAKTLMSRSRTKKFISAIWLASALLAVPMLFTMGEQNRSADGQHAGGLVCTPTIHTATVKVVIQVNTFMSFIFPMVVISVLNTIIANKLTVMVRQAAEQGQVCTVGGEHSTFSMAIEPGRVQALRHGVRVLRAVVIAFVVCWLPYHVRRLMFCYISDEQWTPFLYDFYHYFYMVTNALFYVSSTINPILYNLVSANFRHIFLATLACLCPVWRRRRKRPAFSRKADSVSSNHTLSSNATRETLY
GPR55 beta-arrestin: GPR55 agonists via beta-arrestin recruitment, primary screen, imaging, U2OS cells, beta-arrestin-GFP redistribution (AID 1961) | G-protein coupled receptor 55 (Homo sapiens) | U2OS GPR55 beta-arrestin-GFP redistribution imaging; higher % means a stronger effect | activation, % at 10 µM, or EC50 in µM where a hit was titrated | 290,000 compounds, 0.048% hits;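 active = activation above 40% with more than 50 cells counted in the well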;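 note: U2OS osteosarcoma cells stably expressing GPR55 and beta-arrestin-GFP; plate controls were DMSO negative control for no effect and LPI positive control for full effect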
SV40 large T antigen: SV40 large T antigen inhibitors, biochemical (AID 1903); SV40 large T antigen ATPase/helicase inhibition assay; higher % means a stronger effect; inhibition, % at 20 µM, or IC50 in µM where a hit was titrated; 310,000 compounds, 0.39% hits; in the data active = a potency from the dose series; note: strong numbers were not always called active
GPR55 LPI antagonism: GPR55 antagonists blocking LPI-driven arrestin recruitment, primary screen, imaging, U2OS, beta-arrestin-GFP, LPI agonist (AID 2013). G-protein coupled receptor 55 (Homo sapiens). U2OS GPR55 beta-arrestin-GFP translocation imaging, LPI antagonism; higher % means a stronger effect. one-dose inhibition, % at 10 µM; IC50 in µM for titrated hits. 290,000 compounds, 0.13% hits;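 active = spots per cell inhibited over 60%, with over 100 cells counted and total cytoplasm intensity under 500,000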;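 note: U2OS cells stably carrying GPR55 and arrestin-GFP stimulated by 5 µM LPI near EC80; imaged beta-arrestin-GFP aggregate spots per cell after agonist stimulation; plate controls were LPI-stimulated DMSO wells for no effect and DMSO wells without LPI for full effect; some results filed as inactive read as strong as hits; confirmed hits need IC50 under 10 µM and bright autofluorescent wells are also inconclusive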
GPR35 arrestin U2OS: GPR35 antagonists blocking zaprinast-driven arrestin recruitment, primary screen, imaging, U2OS, beta-arrestin-GFP, zaprinast agonist (AID 2058); G-protein coupled receptor 35 (Homo sapiens); U2OS GPR35 beta-arrestin-GFP translocation imaging, zaprinast antagonism; higher % means a stronger effect; inhibition, % at 10 µM, or IC50 in µM where a hit was titrated; 290,000 compounds, 0.052% hits;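 active = inhibition of at least 50% with at least 30 cells and total cytoplasm GFP at most 10,000,000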
Hep lipid drop cells 6.5 µM: second read-out of Hep lipid drop, no call of its own (marks repeat the call); cell count; measured here: cell count, cytotoxicity flag;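 cells counted across two imaged fields per well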
T cell HTS vesicle-bound %: also measured in T cell HTS; calls as there; double positive events, %; measured here: CD8+ vesicle-bound cell fraction;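 binding gate set so that unloaded-vesicle control wells show 10% double positive cells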
NTR1 agonist cell count 20 µM: recorded beside NTR1 agonist, whose call it bears; cell count; measured here: cell count, cytotoxicity flag
* = called active by the depositor; i = inactive; . = no result given.

Second line of a record: LYP phosphatase	T cell HTS	T cell HTS vesicle-bound %	Rac1 GTP hydrolysis	Hep lipid drop	Hep lipid drop cells 6.5 µM	NTR1 agonist	NTR1 agonist cell count 20 µM	GPR55 beta-arrestin	SV40 large T antigen	GPR55 LPI antagonism	GPR35 arrestin U2OS
(1) COc1ccc(C(=O)OCC(=O)NC(=O)NC(C)C)cc1OC
 : -3%	i	14	-2%	1	721	0.7	44	0.2%	5%	1%	12%
(2) Cc1ccc(S(=O)(=O)N2CCN(C3CCN(Cc4ccccc4)CC3)CC2)cc1
 : -8%	i	18	-1%	.	.	-0.7	48	0.2%	13%	4%	-8%
(3) COC(=O)CC1C(=O)NCCN1C(=O)c1sc2ccccc2c1Cl (stereo not given)
 : -12%	i	38	6%	-14	677	0.2	53	0.3%	22%	3%	8%
(4) O=C(O)c1ccc(Cl)c(NC(=S)NC(=O)c2cccc(COc3ccccc3)c2)c1
 : -2%	i	68	11%	-3	797	1.1	61	-0.1%	7%	2.3µM*	-8%
(5) O=C(NNC(=S)NCc1ccccc1)c1ccc(Br)cc1
 : -6%	i	40	9%	6	828	0.7	68	0.3%	14%	-6%	2%
(6) Cc1ccccc1S(=O)(=O)Cc1ccc(C(=O)NC2CCCCCC2)o1
 : -8%	i	6	-9%	0	710	-1.3	63	0.2%	-8%	-13%	13%
(7) O=C(c1ccc(CNS(=O)(=O)c2ccccc2)cc1)N1CCN(c2ccccn2)CC1
 : -9%	i	22	6%	4	682	1.9	60	-0.3%	-4%	-5%	10%
(8) Cc1ccc2cc(CN(C)C(=O)C3CCCO3)c(=O)[nH]c2c1 (stereo not given)
 : -4%	i	7	6%	.	.	-0.5	114	-0.2%	10%	-5%	1%
(9) COCCN1C(=O)Cc2c1nc(N)c1c(N)nc(N3CCN(c4ccc(F)cc4)CC3)c(C#N)c21
 : -1%	i	28	9%	-7	682	4.1	50	0.5%	18%	21%	-19%
(10) CCc1ccc2[nH]c(=O)c(CN(CCCN3CCOCC3)C(=O)Nc3cccc(Cl)c3)cc2c1
 : -3%	i	53	15%	.	.	2.8	59	-0.1%	1%	19%	10%
(11) CCOc1ccc(CN2CCN(Cc3cn(CC)nc3C)CC2CCO)cc1 (stereo not given)
 : -3%	i	59	-1%	-5	554	-1.3	87	-0.2%	13%	-3%	13%
(12) O=C1C(Cl)=C(N2CCCCC2)C(=O)N1c1ccccc1Cl
 : 0%	i	9	9%	-23	703	2.5	53	-0.1%	7%	4%	-18%
(13) O=C1SCCC1NS(=O)(=O)c1ccccc1[N+](=O)[O-] (stereo not given)
 : -3%	i	38	6%	-11	657	-1.4	39	0.5%	20%	9%	5%
(14) Cn1c(N)c(C(=O)COC(=O)c2cnc(Cl)c(Cl)c2)c(=O)n(C)c1=O
 : -2%	i	54	-1%	4	709	13	52	0.5%	10%	-3%	3%
(15) Cc1ccccc1OCCC(=O)Nc1ccc(N2CCOCC2)cc1N1CCOCC1
 : .	i	38	4%	.	.	0.3	80	.	10%	.	.
(16) COc1ccccc1NC(=O)N1c2ccc(F)cc2CCC1C (stereo not given)
 : 3%	i	63	2%	1	739	-2.2	76	0.2%	7%	21%	-16%
(17) O=C(Nc1ccc(Oc2ncccn2)cc1)c1ccco1
 : .	i	46	3%	.	.	0.8	85	.	5%	.	.
(18) CCCCOC(=O)c1ccc(NC(=O)c2ccoc2C)cc1
 : 31%	i	20	7%	14	683	3.1	78	-0.1%	8%	4%	-1%
(19) Cc1nc2ccc(NC(=S)N3CCN(c4ccccn4)CC3)cc2nc1C
 : -1%	i	44	2%	7	678	0.0	31	-0.1%	8%	-2%	-14%
(20) CCN(Cc1ccccc1)C(=O)COC(=O)c1cc(S(=O)(=O)Nc2c(C)n(C)n(-c3ccccc3)c2=O)ccc1C
 : 4%	i	23	5%	-1	687	2.0	42	-0.3%	-9%	-4%	-9%
(21) COc1ccc(C2=NOC(CNC(=S)N3CCOCC3)C2)cc1 (stereo not given)
 : -8%	i	22	4%	2	783	-0.8	44	-0.1%	3%	-5%	-6%
(22) CC(=O)Nc1ccc(N=NN2CCOCC2)cc1
 : -3%	i	52	5%	30	763	-0.2	44	0.1%	-3%	20%	-2%
(23) Cc1c(NC(=O)C(C)OC(=O)CCc2ccccc2)c(=O)n(-c2ccccc2)n1C (stereo not given)
 : 5%	i	50	12%	5	625	-1.3	51	0.3%	9%	-4%	-8%
(24) CC(=O)/C=C/c1ccc(C)o1
 : -3%	i	48	6%	1	734	-0.2	48	-0.3%	24%	13%	-7%
(25) Cc1cc(=O)n2nc(N3CCCC(C(=O)NCCCN4CCc5ccccc5C4)C3)sc2n1 (stereo not given)
 : -7%	.	.	10%	-4	784	.	.	-0.1%	1%	8%	5%
(26) CCC1(C)N=C(c2ccc3c(c2)OCO3)CC(c2ccccc2O)N1 (stereo not given)
 : -4%	i	32	-8%	1	764	9.2	38	1.9%	5%	19%	3%
(27) CC(C)CNC1=C(C(=S)Nc2ccccc2)C(=O)CC(C)(C)C1
 : -3%	i	42	6%	-3	584	6.0	35	-0.3%	-4%	12%	6%
(28) CC(C)C1Nc2c(O)cc(Cl)c([N+](=O)[O-])c2C2C=CCC21 (stereo not given)
 : -5%	.	.	11%	-23	711	.	.	-0.1%	21%	-4%	5%
(29) O=C(O)c1ccccc1-c1ccccc1C(=O)NCCCO
 : -10%	i	51	4%	.	.	2.5	58	-0.1%	6%	.	-6%
(30) CCc1ccc(C2CC(c3ccccc3Cl)Nc3nc(N)nn32)cc1 (stereo not given)
 : 0%	i	66	5%	5	638	10	58	-0.3%	-2%	10%	-10%
(31) N#C/C(=C\c1ccc(-c2ccc([N+](=O)[O-])cc2)o1)C(=O)Nc1nc(-c2cccs2)cs1
 : -6%	i	44	15%	18	725	2.6	52	0.0%	11%	0%	-14%
(32) Cc1ccc(SCc2cc(=O)[nH]c(N3CCN(Cc4ccccc4)CC3)n2)cc1
 : 0%	i	50	7%	-1	785	5.2	56	0.6%	-4%	10%	-11%
(33) Cc1ccc(Oc2ccc(NC(=O)c3ccco3)cc2)cc1
 : -10%	i	34	2%	.	.	0.1	83	0.0%	8%	2%	5%
(34) CCC(Cc1ccccc1)NC(=O)CCc1ccccc1 (stereo not given)
 : -8%	i	56	8%	-27	823	0.4	63	0.5%	3%	-1%	6%
(35) COc1ccc(C(=O)N/C(=C\c2ccc3c(c2)OCO3)C(=O)Nc2ccc(C(=O)O)cc2)cc1
 : 2%	i	40	1%	18	675	1.7	59	-0.5%	14%	7%	3%
(36) O=C(CSc1nnc2ccccn12)Nc1ccc2c(c1)OCCO2
 : -1%	i	24	5%	14	714	-1.1	28	1.2%	1%	-3%	-3%
(37) Nc1nn2cc(-c3ccccc3)nc2c2ccccc12
 : -25%	i	15	16%	-6	689	9.6	53	-0.4%	4%	6%	13%
(38) N#C/C(=C\c1ccc([N+](=O)[O-])cc1)C(=O)Nc1ccccc1O
 : 0%	i	50	18%	-4	578	2.0	70	-0.2%	10%	1%	2%
(39) O=C(CC1CCCC1)NNC(=O)c1ccc(F)cc1
 : .	i	47	4%	.	.	1.1	48	.	9%	.	.
(40) Cc1sc2nc(COC(=O)c3cccc(OC(F)F)c3)[nH]c(=O)c2c1C
 : -4%	i	61	1%	2	735	4.2	47	-0.1%	6%	-2%	18%
(41) CC1CCCCN1CCCNC(=O)c1c(O)nc2ccccn2c1=O (stereo not given)
 : -12%	i	5	0%	-13	676	-1.5	77	0.2%	10%	11%	5%
(42) COc1ccc(CCC(=O)NNC(=O)Nc2ccc(C(C)=O)cc2)cc1
 : -12%	i	11	12%	-2	829	-0.2	61	-0.2%	16%	-1%	-4%
(43) Cn1nc(C(=O)NC2CCCCC2)c2ccccc2c1=O
 : 4%	i	22	1%	.	.	-1.0	86	-0.1%	14%	8%	-7%
(44) Cc1sc2ncnc(SCC(=O)N3CCCC3)c2c1C
 : 1%	i	17	11%	-1	604	3.0	31	-0.2%	4%	4%	-15%
(45) CCc1cc2cc(C)cc(C)c2nc1SCC(=O)Nc1cc(C)on1
 : -7%	i	56	2%	-6	715	2.6	44	0.1%	5%	3%	-7%
(46) Cn1cc(-c2nnnn2-c2ccccc2)c(=O)c2ccccc21
 : -4%	i	21	4%	.	.	0.4	90	-0.3%	1%	4%	-3%
(47) Cc1ccc(-c2nc(=S)c3c(n2Cc2cccnc2)CC(C)(C)OC3)cc1
 : -2%	i	23	8%	3	702	1.5	35	-0.1%	4%	-4%	-4%
(48) OC(CC#CCN1CCCCC1)(c1ccccc1)c1ccccc1
 : -9%	i	24	2%	8	810	0.0	62	-0.1%	7%	-21%	-8%

Compounds were not picked by outcome; overall some 1.8% were active at least once.
